Bioassay records as filed in PubChem.
TDP1 inh: inhibitors of human tyrosyl-DNA phosphodiesterase TDP1; recombinant TDP1, AlphaScreen DNA substrate cleavage; 350,000 tested, 0.28% active; AID 485290; Potency, µM (highest dose often 130 µM), inactives show top-dose activity change, negative = inhibition, actives largely listed as inhibitors; Q9NUW8; note: nearly all actives have a fitted effect of over 40% in size
Target sequence (Q9NUW8 whole entry, looked up): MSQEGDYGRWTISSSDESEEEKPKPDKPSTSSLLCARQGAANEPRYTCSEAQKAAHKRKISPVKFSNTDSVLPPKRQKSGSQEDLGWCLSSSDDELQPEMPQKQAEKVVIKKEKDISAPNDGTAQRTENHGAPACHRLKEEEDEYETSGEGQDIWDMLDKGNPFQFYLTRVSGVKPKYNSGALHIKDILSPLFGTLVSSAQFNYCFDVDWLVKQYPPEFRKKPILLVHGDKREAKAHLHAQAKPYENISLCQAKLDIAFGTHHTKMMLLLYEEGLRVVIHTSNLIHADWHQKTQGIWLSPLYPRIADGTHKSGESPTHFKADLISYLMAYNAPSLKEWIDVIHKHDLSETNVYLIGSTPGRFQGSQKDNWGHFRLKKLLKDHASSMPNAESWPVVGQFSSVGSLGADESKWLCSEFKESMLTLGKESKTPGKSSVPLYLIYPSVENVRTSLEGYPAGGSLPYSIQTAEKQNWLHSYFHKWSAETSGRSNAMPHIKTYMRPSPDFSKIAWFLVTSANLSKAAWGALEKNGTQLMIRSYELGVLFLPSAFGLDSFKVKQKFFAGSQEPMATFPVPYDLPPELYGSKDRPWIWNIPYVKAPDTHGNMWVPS
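Steps: enzyme plus compound, 15 min RT; add biotin/phosphotyrosine-FITC oligonucleotide (15 nM final), react 5 min; add donor/acceptor beads (10 ug/ml final), 10 min; read AlphaScreen. Tdp1 at 1 nM final.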
N370S GC mod: inhibits or activates N370S mutant glucocerebrosidase | P04062 | Potency, µM (titrated, usually from 59.4 µM), for the others: at the top dose activity change, negative = inhibition, hits mostly inhibitors | 330,000 tested, 0.092% active | N370S GC spleen homogenate, 4MU-glucoside fluorescence;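 note: 0% = full enzyme activity and -100% = no enzyme basal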
FEN1 inh: human FEN1 inhibition. P39748. AID 588795. 390,000 tested, 0.35% active. Recombinant FEN1 flap cleavage, fluorescence, 15 min. Potency, µM (titrated, usually from 114 µM), for the others: at the top dose activity change, negative = inhibition, most hits filed as inhibitors; note: nearly all actives have a fitted effect of over 65% in size
Target sequence (P39748 whole entry, looked up): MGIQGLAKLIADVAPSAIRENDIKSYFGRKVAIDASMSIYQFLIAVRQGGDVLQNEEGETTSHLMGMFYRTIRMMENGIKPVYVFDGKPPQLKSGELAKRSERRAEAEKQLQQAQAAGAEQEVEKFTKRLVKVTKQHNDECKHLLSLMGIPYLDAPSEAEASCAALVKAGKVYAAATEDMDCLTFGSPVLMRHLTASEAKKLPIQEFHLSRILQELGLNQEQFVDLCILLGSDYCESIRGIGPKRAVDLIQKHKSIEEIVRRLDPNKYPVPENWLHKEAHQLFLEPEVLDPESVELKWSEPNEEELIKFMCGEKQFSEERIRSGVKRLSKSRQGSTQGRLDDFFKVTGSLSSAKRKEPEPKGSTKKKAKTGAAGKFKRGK
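In this screen, 50 nM flap DNA substrate was added to 10 nM FEN1 pretreated with compound for 15 min at room temperature; cleavage was followed with reads at 0 and 15 min, and Hill fitting gave concentration–response parameters.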
* = called active by the depositor; & = joins results of further samples; [ ] = another dose, or the depositor's remark. Calls come from the whole dose curve; as a rule, active = well fitted curve in the direction sought with a large enough effect; inconclusive = small, poorly fitted or top-dose-only effect, or another doubt; inactive = no such curve, though single readings can be large; an effect the other way counts as inactive or inconclusive. Unless noted, % is set by controls: 0 for no effect and ±100 for the full control effect; potency is the fitted concentration of half-maximal effect.

Results for Cc1ccc(S(=O)(=O)N2CCN(C(=O)c3cc(S(=O)(=O)N(C)C)ccc3N3CCCC3)CC2)c(C)c1 ?
TDP1 inh: 0%; N370S GC mod: -7%; FEN1 inh: -7%

How did COc1ccc(-c2csc(NC(=O)Cc3ccccc3F)n2)c(OC)c1 do in these assays?
N370S GC mod: 14%; FEN1 inh: inconclusive

What do the screens show for `CCS(=O)(=O)N1Cc2ccccc2CC1C(=O)N(C)CC(=O)Nc1cccc(F)c1` (stereo not given)?
TDP1 inh: -6%; N370S GC mod: 2%; FEN1 inh: -3%

How did O=C(/C=C/c1cccc([N+](=O)[O-])c1)NC(=S)Nc1ccc(CN2CCOCC2)cc1 do in these assays?
TDP1 inh: 5%; N370S GC mod: 0%; FEN1 inh: 0%

What do the screens show for `CN(Cc1ccccc1)C(=O)c1ccc([N+](=O)[O-])o1`?
TDP1 inh: 0%; N370S GC mod: 7%; FEN1 inh: 23%

How did O=C(c1ccc(S(=O)(=O)N2CCCCCC2)cc1)N1CCC(CN2C(=O)c3cccc4cccc(c34)C2=O)CC1 do in these assays?
TDP1 inh: 6%; N370S GC mod: -18%; FEN1 inh: -10%

What do the screens show for `CCCCCNCc1ccc(Br)cc1`?
TDP1 inh: -4%; N370S GC mod: -13%[12.8 µM]; FEN1 inh: -4%

What do the screens show for `Cc1ccc(S(=O)(=O)N2C[C@@H]3CCCC[C@@H]3[C@@H](C)[C@H]2c2cn(Cc3ccccc3)c3ncccc23)cc1`?
TDP1 inh: -1%[56.1 µM]; FEN1 inh: 10%

How did COc1ccc(NC(=O)c2ccccc2F)cc1Cl do in these assays?
TDP1 inh: 4%; N370S GC mod: 2%; FEN1 inh: -13%

Results for Cc1cc(C(=O)OCC(=O)Nc2cccc(S(=O)(=O)N3CCOCC3)c2)c(C)o1 ?
TDP1 inh: 6%; N370S GC mod: -15%; FEN1 inh: 4%

What do the screens show for `COc1cc(NC(=O)C2C3C=CC(C3)C2C(=O)O)c(OC)cc1Cl` (stereo not given)?
TDP1 inh: -3%; N370S GC mod: 2%; FEN1 inh: -15%

What do the screens show for `O=C(Cc1csc(Nc2nc(=S)[nH]c3ccccc23)n1)NCCCN1CCN(c2cccc(Cl)c2)CC1`?
TDP1 inh: 10%; N370S GC mod: -2%; FEN1 inh: 2%

How did Cc1ccc(-n2nc3c(=O)n(CC(=O)NCc4cccs4)nc(C)c3c2C)cc1 do in these assays?
TDP1 inh: 0%; N370S GC mod: 0%; FEN1 inh: 20%

What do the screens show for `Cc1ccccc1-n1cc(-c2ccc(Br)cc2)nc1SCC(N)=O`?
TDP1 inh: 6%; N370S GC mod: 6%; FEN1 inh: -33%

How did COc1cc(NC(=O)c2n[nH]c(=O)c3ccccc23)cc(OC)c1 do in these assays?
TDP1 inh: 5%; N370S GC mod: -5%; FEN1 inh: 8%

Results for CCOC(=O)N1CCN(C(=O)CSCC(=O)Nc2nc(-c3ccc(Cl)s3)cs2)CC1 ?
TDP1 inh: 1%; N370S GC mod: 5%; FEN1 inh: 16%

Results for CCOC(=O)c1c(NC(=O)Cc2coc3cc(C)cc(C)c23)sc2c1CCC2 ?
TDP1 inh: 0%; FEN1 inh: 16%

What do the screens show for `FCCCOc1ccc(/C=N/OCc2ccc(Cl)cc2Cl)cc1`?
TDP1 inh: -13%; FEN1 inh: -9%

What do the screens show for `Cc1cc(NCc2ccccn2)n2ncc(-c3ccccc3)c2n1`?
TDP1 inh: 5%; N370S GC mod: 5%; FEN1 inh: -18%

What do the screens show for `CC(C)(C)c1ccc(OCCC(=O)NNC(=O)c2ccncc2)cc1`?
N370S GC mod: 0%; FEN1 inh: 1%

What do the screens show for `Cc1nc(C)c(C(=O)N2CCCC(C(=O)c3ccc(Cl)cc3C)C2)s1` (stereo not given)?
TDP1 inh: 5%; N370S GC mod: -4%; FEN1 inh: 9%

What do the screens show for `CN1CCN(c2ccc(NC(=O)CSc3ccccc3)cc2F)CC1`?
TDP1 inh: -6%; N370S GC mod: -1%; FEN1 inh: 7%

How did Cc1ccc(S(=O)(=O)N2CCc3cc(C(=O)N(C)Cc4ccccc4)ccc32)cc1 do in these assays?
TDP1 inh: 2%; FEN1 inh: -32%

What do the screens show for `O=C(NC1CCCCC1)C(c1ccncc1)N(C(=O)c1ccco1)c1ccc(F)cc1` (stereo not given)?
N370S GC mod: -10%; FEN1 inh: -10%

Results for CCN(CC)CC(C)OC(=O)c1ccccc1Cl (stereo not given) ?
TDP1 inh: 2%; N370S GC mod: -21%; FEN1 inh: 1%

What do the screens show for `COC(=O)[C@H](Cc1ccccc1)NC(=O)O[C@@H]1C(=O)c2cc(Br)ccc2O[C@H]1c1ccc2c(c1)OCO2`?
TDP1 inh: 7%; N370S GC mod: 4%

Results for COc1cccc(NC(=O)Nc2cccn(Cc3ccc(C)cc3)c2=O)c1 ?
TDP1 inh: 3%; N370S GC mod: 1%; FEN1 inh: inconclusive

How did Cc1ccnc(N2CCC(C(=O)NCc3ccccc3F)CC2)n1 do in these assays?
TDP1 inh: -6%; N370S GC mod: 11%; FEN1 inh: -5%

Results for COc1ccccc1C(=O)NC(=S)Nc1ccc2[nH]c(=O)[nH]c2c1 ?
TDP1 inh: 2%; N370S GC mod: -2%; FEN1 inh: 4%

What do the screens show for `CC1(O)CC(c2ccc(Cl)cc2)=NN1C(=O)c1ccc(Cl)cc1` (stereo not given)?
N370S GC mod: -8%; FEN1 inh: -1%

How did Cc1ccc([C@H]2C(C(=O)O)=CC[C@@H](c3ccc(C)cc3)N2S(=O)(=O)c2ccccc2C)cc1 do in these assays?
TDP1 inh: 1%; FEN1 inh: -21%

How did COc1ccc(OCc2nnc(SC(C)C(=O)Nc3nccs3)n2-c2ccccc2)cc1 (stereo not given) do in these assays?
TDP1 inh: 7%; N370S GC mod: 5%; FEN1 inh: -5%

Results for Cc1ccc(/C(O)=C2\C(=O)C(=O)N(C)C2c2ccc(F)cc2)cc1 (stereo not given) ?
N370S GC mod: -12%; FEN1 inh: 19%

What do the screens show for `Cc1ccc(NC(=O)Nc2c(C)[nH]c(=O)[nH]c2=O)cc1Cl`?
N370S GC mod: -4%; FEN1 inh: 12%

Results for Cc1cccn2c(=O)c(C=O)c(N3CCN(C)CC3)nc12 ?
N370S GC mod: 2%; FEN1 inh: -9%

How did O=C(Nc1ccc(Cl)cc1Cl)c1ccc(Br)o1 do in these assays?
TDP1 inh: 6%; N370S GC mod: -17%; FEN1 inh: 2%

What do the screens show for `Cc1nc(-c2cccnc2)sc1C(=O)Nc1ccc(F)cc1F`?
TDP1 inh: 4%; N370S GC mod: 6%; FEN1 inh: -20%

How did Cc1nn(C)cc1/C=C/C(=O)c1ccc(O)cc1 do in these assays?
TDP1 inh: 5%; N370S GC mod: -26%; FEN1 inh: -11%

What do the screens show for `COc1cccc(C(=O)c2c[nH]c(C(=O)NCCCN3CCOCC3)c2)c1`?
TDP1 inh: 0%; N370S GC mod: inconclusive; FEN1 inh: 1%

Results for O=C(Cn1ncc2c(=O)oc3ccccc3c21)NCCC1=CCCCC1 ?
TDP1 inh: -4%; N370S GC mod: 3%; FEN1 inh: 1%

Results for CCN(CC)CCCN=Cc1c(O)n(-c2cccc(C)c2)c(=O)c2ccccc12 ?
TDP1 inh: 4%; N370S GC mod: -4%; FEN1 inh: 13%

What do the screens show for `COc1ccc(N2CCN(C(=O)CN(C3CCCCC3)S(C)(=O)=O)CC2)cc1`?
TDP1 inh: -3%; N370S GC mod: 4%; FEN1 inh: 1%

Results for O=C1CC2(CCCC2)CC(=O)N1CCNCC1COc2ccccc2O1 (stereo not given) ?
TDP1 inh: 7%; N370S GC mod: -13%

What do the screens show for `CC(C)Nc1nnc(SCC(=O)c2c[nH]c3ccccc23)s1`?
TDP1 inh: 2%; N370S GC mod: -2%; FEN1 inh: -12%

What do the screens show for `O=C(CSc1ccc2nnc(CCNC(=O)c3ccc(F)cc3)n2n1)NCc1ccco1`?
TDP1 inh: -15%; N370S GC mod: -2%; FEN1 inh: 0%

Results for Cc1ccc(-c2nnc(NC(=O)c3ccco3)o2)c(C)c1 ?
TDP1 inh: -3%; N370S GC mod: -20%; FEN1 inh: -4%

How did COc1cc(NC(=O)c2cccc([N+](=O)[O-])c2)ccc1NC(=O)c1cc2ccccc2o1 do in these assays?
N370S GC mod: 1%; FEN1 inh: 12%

Results for CCc1nnc(NC(=O)c2cccc(S(=O)(=O)N3CCCC3)c2)s1 ?
TDP1 inh: 3%; N370S GC mod: -1%; FEN1 inh: -1%

How did O=C(CCN1C(=O)/C(=C\c2ccccc2)SC1=S)N1CCCCC1 do in these assays?
TDP1 inh: 0%; N370S GC mod: -5%; FEN1 inh: 0%

What do the screens show for `Nn1c(COc2ccc(Cl)cc2)n[nH]c1=S`?
TDP1 inh: 2%; N370S GC mod: -16%; FEN1 inh: 8%

How did Cc1ccc(-c2nc(SCC(=O)N(C)c3c(N)n(Cc4ccccc4)c(=O)[nH]c3=O)n[nH]2)cc1 do in these assays?
TDP1 inh: 2%; N370S GC mod: 3%; FEN1 inh: 0%

How did CC1(C)C(N(O)C(=O)Nc2ccc(Cl)cc2)N(c2ccc(Cl)cc2)C(=O)N1CC(=O)NN (stereo not given) do in these assays?
TDP1 inh: 10%; N370S GC mod: inconclusive; FEN1 inh: -12%

Results for O=C(Nc1ccc(N2CCN(c3ccccc3)CC2)c(F)c1)C1CC1 ?
TDP1 inh: 4%; N370S GC mod: -5%; FEN1 inh: -3%

How did CC(=O)Nc1ccc(N2C(C(C)=O)=NN(c3ccc(Cl)cc3)C2c2sccc2C)cc1 (stereo not given) do in these assays?
TDP1 inh: 5%[56.1 µM]; N370S GC mod: -8%; FEN1 inh: 8%

What do the screens show for `Nc1nonc1-n1nnc(C(=O)N/N=C/c2cccc(F)c2)c1-c1ccc2c(c1)OCO2`?
TDP1 inh: 1%; N370S GC mod: -8%; FEN1 inh: 21%

How did O=C(OCC1CCCN2CCCCC12)c1ccc2c(c1)OCO2 (stereo not given) do in these assays?
TDP1 inh: -6%; N370S GC mod: -4%; FEN1 inh: -8%

How did CC[C@@H](C)[C@@H]1CN([C@@H](C)CN2CCC[C@H]2CN2C(N)=NC[C@H]2CC(C)C)C(=N)N1CCc1ccc(Cl)c(Cl)c1 do in these assays?
TDP1 inh: -2%; FEN1 inh: -19%

How did CC(C)(C)[C@@H]1CCC(=O)N(CC[C@H](Sc2ccc(Br)cc2)c2ccccc2)CC1 do in these assays?
TDP1 inh: -8%; FEN1 inh: 3%&4%

How did CCCCN(C(=O)c1ccccc1OCc1ccc(F)cc1)c1c(N)n(CCC)c(=O)[nH]c1=O do in these assays?
TDP1 inh: 1%; N370S GC mod: 3%; FEN1 inh: 1%

What do the screens show for `CCn1cc(C(=O)C(F)(F)F)c2ccccc21`?
TDP1 inh: -3%; N370S GC mod: 8%; FEN1 inh: -10%

Results for Cc1cc(C)c(C2=CC(=O)C[C@H](c3ccc4c(c3)OCO4)C2)c(C)c1 ?
TDP1 inh: 1%; FEN1 inh: -23%

How did COc1cc(-c2nc(CN3CCN(c4ncccn4)CC3)c(C)o2)ccc1F do in these assays?
TDP1 inh: -1%; N370S GC mod: -6%; FEN1 inh: 0%

How did CCOC(=O)C1CCN(C(=O)c2ccccc2Oc2ccccc2)CC1 do in these assays?
TDP1 inh: 0%; N370S GC mod: 0%; FEN1 inh: -6%

How did Cc1ccccc1N1CCN(CCCN2C(=O)CC(=C(c3ccccc3)c3ccccc3)C2=O)CC1 do in these assays?
TDP1 inh: 7%; N370S GC mod: -19%; FEN1 inh: -13%

What do the screens show for `CCc1ccc(NC(=O)C(=O)NCC(c2cccnc2)N2CCN(C)CC2)cc1` (stereo not given)?
TDP1 inh: 6%; FEN1 inh: -17%

How did O=C(c1ccc(Cl)cc1)C(Cn1cncn1)C(Sc1ccccc1)c1ccccc1 (stereo not given) do in these assays?
TDP1 inh: 3%; N370S GC mod: -9%; FEN1 inh: 2%
